SUMO Mot1 rescue: inhibitors of SUMOylation pathway: yeast Mot1-301 growth rescue; S. cerevisiae Mot1-301 growth rescue, ATP luminescence, 38.5C; percent above DMSO median, 100 means doubled; growth rescue, % at 18.8 µM; 320,000 compounds, 1% hits;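 active means every valid replicate shows activation above 250% relative to neutral control wells; inactive means the rest, any valid replicate at or below 250%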;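 further: OY570 slx delta 5 strain wells were the positive control but not used for scaling; some compounds called inactive have numbers as strong as hits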
PfHsp90 yeast 2: growth inhibition of yeast expressing Plasmodium Hsp90; S. cerevisiae expressing PfHsp90, BacTiter-Glo ATP, 48 h; yeast lacking PDR1 and PDR3 efflux regulators; inhibition, % at 9.4 µM; 310,000 compounds, 0.32% hits; AID 504621;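 active means every replicate shows inhibition above about 80%, whatever the replicate mean, limit read from the data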;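 further: 0% = DMSO neutral controls and 100% = 20 µM radicicol positive controls; yeast relying on Plasmodium falciparum Hsp90 in place of its own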
HTR5A inv ctr: counter-screen for OPRM1-OPRD1 inverse agonists: human HTR5A inverse agonism; 340,000 compounds, 0.083% hits; HTR5A cell line, luminescence; inhibition, % at 9.3 µM; P47898; AID 504634; in the data active means inhibition mostly above about 23%, no sharp cut-off; inactive means mostly below about 18%;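 further: 0% = cells with DMSO and 100% = no-cell wells with DMSO; some compounds called inactive have numbers as strong as hits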
Ecoli viability: bacterial growth inhibition, counter-screen for AddAB inhibitors; AID 449728; E. coli V3065 growth, OD600 absorbance, 18 h; inhibition, % at 11.9 µM; 330,000 compounds, 0.27% hits;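 active means inhibition above the campaign's mean inhibition across all tested compounds plus 3 SD, cut at about 9.9% in these data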;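 further: uninfected addAB+ strain grown without phage in ampicillin broth; 0% = DMSO wells and 100% = ciprofloxacin 0.95 µg/ml wells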
Pemphigus Ab inh: blocks pemphigus antibody binding to human desmoglein-3; DSG3-coupled beads, scFv-anti-DSG3-GFP binding, flow cytometry; active compounds read low; binding (percent of control), % at 10 µM; 310,000 compounds, 0.48% hits; P32926;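 active means binding more than 3 SD below its plate's average and above zero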;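 further: hits lower antibody fragment binding to DSG3; some compounds called inactive have numbers as strong as hits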
Target sequence (P32926 whole entry, looked up, the tested form may be a part): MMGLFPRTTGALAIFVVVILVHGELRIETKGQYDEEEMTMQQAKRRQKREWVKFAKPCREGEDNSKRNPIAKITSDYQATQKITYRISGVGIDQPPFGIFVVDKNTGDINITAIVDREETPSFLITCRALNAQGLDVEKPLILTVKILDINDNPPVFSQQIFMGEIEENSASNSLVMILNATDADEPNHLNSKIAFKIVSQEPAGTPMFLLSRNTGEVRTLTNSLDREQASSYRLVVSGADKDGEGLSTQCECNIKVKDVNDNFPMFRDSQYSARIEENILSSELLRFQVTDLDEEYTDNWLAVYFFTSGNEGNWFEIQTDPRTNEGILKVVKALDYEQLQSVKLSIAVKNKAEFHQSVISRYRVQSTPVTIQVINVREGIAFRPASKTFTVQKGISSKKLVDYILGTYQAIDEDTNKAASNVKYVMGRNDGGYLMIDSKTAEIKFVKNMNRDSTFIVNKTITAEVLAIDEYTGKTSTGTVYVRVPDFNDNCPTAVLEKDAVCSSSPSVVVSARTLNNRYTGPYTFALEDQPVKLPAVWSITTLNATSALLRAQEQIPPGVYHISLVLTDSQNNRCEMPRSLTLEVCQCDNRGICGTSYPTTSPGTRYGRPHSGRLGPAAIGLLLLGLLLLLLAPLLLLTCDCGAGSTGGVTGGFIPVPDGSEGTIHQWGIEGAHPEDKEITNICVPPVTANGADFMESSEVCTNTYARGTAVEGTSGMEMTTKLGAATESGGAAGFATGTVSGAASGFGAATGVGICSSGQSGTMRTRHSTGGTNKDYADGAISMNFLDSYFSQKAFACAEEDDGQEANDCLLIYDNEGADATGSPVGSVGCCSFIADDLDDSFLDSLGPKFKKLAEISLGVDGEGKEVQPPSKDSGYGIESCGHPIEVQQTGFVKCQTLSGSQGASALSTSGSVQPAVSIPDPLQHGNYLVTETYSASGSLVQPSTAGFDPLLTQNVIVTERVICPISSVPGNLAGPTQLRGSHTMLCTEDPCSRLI
PKA-R1A activ: activates the PKA-R1A holoenzyme complex; P00514+P68181; 340,000 compounds, 0.083% hits; activation, % at 11.4 µM; PKA-R1A dissociation, Cy5-IP20 fluorescence polarization; scaled: DMSO 0%, 113 µM cGMP 100%;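 active means percent activation above the mean of all tested compounds plus 3 SD, cut at about 19% in these data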;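 further: higher means more PKAc released from R1A so a rise in polarization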
AddAB inh: less growth of phage-infected E. coli with AddAB. E. coli expressing H. pylori AddAB, absorbance growth. inhibition, % at 11.9 µM. 330,000 compounds, 0.29% hits. AID 435030; in the data active means inhibition above about 12%;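 further: 0% = vehicle wells of infected cells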
OPRM1-OPRD1 inv: mu-delta opioid heterodimer inverse agonism. inhibition, % at 9.3 µM. 340,000 compounds, 0.21% hits. cell-based MOR-DOR heterodimer luminescence. AID 504357; in the data active means inhibition above about 22%, passing the limit was not always enough;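 further: 0% = cells with DMSO and 100% = wells without cells with DMSO; values of inactives mirror those of a sister screen read the other way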
phage Ecoli inh: E. coli growth loss with phage present | growth absorbance | inhibition, % at 11.9 µM | 360,000 compounds, 0.26% hits | AID 651602; in the data active means inhibition above about 11%
MOR-DOR ag: agonists of human mu-delta opioid receptor heterodimerization. P35372+P41143. cells, OPRM1-OPRD1 heterodimerization, luminescence. activation, % at 9.3 µM. 340,000 compounds, 0.3% hits. AID 504326; in the data active means activation above about 18%;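 further: 0% = vehicle-treated cells and 100% = reference agonist; values of inactives mirror those of a sister screen read the other way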
HTR5A ag ctr: activates human HTR5A in OPRM1-OPRD1 agonist counter-screen; P47898; HTR5A agonist assay, luminescence, cell-based; activation, % at 9.3 µM; 340,000 compounds, 0.61% hits; AID 504692; in the data active means activation mostly above about 9.5%, no sharp cut-off; inactive means mostly below about 7.6%;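 further: 0% = cells with vehicle only and 100% = reference agonist; strong numbers were not always called active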
* hit, by the source's call; · = not tested or not shown; & = joins results of further samples.

SMILES	SUMO Mot1 rescue	PfHsp90 yeast 2	HTR5A inv ctr	Ecoli viability	Pemphigus Ab inh	PKA-R1A activ	AddAB inh	OPRM1-OPRD1 inv	phage Ecoli inh	MOR-DOR ag	HTR5A ag ctr
CC(c1ccccc1)n1cc(C(=O)NCC2COc3ccccc3O2)nn1 (centres undefined)	·	2	-37	3.1	101	-5	1.8	-4	2.2	0.7	12*
COc1ccc(OC)c(Cc2cnc3nc(N)nc(N)c3c2C)c1	·	-31	6	·	95	0	·	1	82*	-0.2	-2
Cc1ccc(NC2=CC(=O)CC(c3ccccc3)C2)cc1 (centres undefined)	-16	16	-19	2.0	96	-4	2.6	5	4.1	-0.8	7
COCCNC(=O)C1CCN(C(=O)C2CC(=O)N(c3ccc(C)cc3)C2)CC1 (centres undefined)	-20	0	-16	-0.4	·	-9	4.2	-7	4.0	1.1	6
O=C(NCC1(N2CCOCC2)CCCCC1)c1cccc(S(=O)(=O)Nc2ccc(F)cc2)c1	-9	·	-3	-0.5	101	-3	1.1	4	4.3	-1.1	-2
CCCCNC(=S)N1CCn2cccc2C1c1ccc(F)cc1 (centres undefined)	34	-24	31	0.6	108	-13	0.8	-6	3.1	1.1	1
COc1ccc(-c2nc(-c3ccncc3)no2)cc1OC	-7	9	-4	-1.1	103	3	0.6	15	2.6	-3.4	1
O=C(Nc1cc(S(=O)(=O)N2CCOCC2)ccc1N1CCOCC1)c1ccccc1Cl	13	-8	1	-2.5	113	-2	-1.6	15	4.6	-2.8	0
O=C(COC(=O)CCc1ccc(S(=O)(=O)N2CCOCC2)cc1)NCc1ccccc1Cl	6	24	-19	1.4	91	-6	-0.1	7	1.4	-1.3	-2
CCOC(=O)C1(C)Oc2cccnc2NC1=O (centres undefined)	23	·	-2	-1.6	119	2	-0.2	4	3.3	-0.9	1
COc1ccc(NC(=O)Cn2nnc(C(=O)Nc3ccc(F)c(Cl)c3)c2N)cc1	477*	-18	2	-0.7	101	-18	5.5	3	0.8	-0.6	0
COc1cc2c(cc1OC)-c1cc(Nc3cccc(C)c3)nc(=O)n1CC2	235	-13	1	0.7	104	4	-0.6	15	4.0	-3.1	0
CC(=O)c1ccc([N+](=O)[O-])c(CS(=O)(=O)c2ccc(Cl)cc2)c1	-25	7	-6	1.4	102	-4	0.7	-25	0.9	5.3	2
COc1ccccc1CNC(=O)Cn1cnc2ccccc2c1=O	-12	9	-1	-0.7	·	-6	2.1	14	1.3	-2.3	0
CCCC(=O)NC(c1ccccc1Cl)c1c(O)ccc2ccccc12 (centres undefined)	-8	12	5	3.2	101	-6	2.3	18	2.3	-3.1	-2
O=C1NC(=O)C(=Cc2ccc(Cl)cc2Cl)S1	·	-126	8	·	123	0	·	14	4.7	-2.6	-2
CN(C)C(=O)c1ccc(Nc2nc(-c3cccs3)nc3ccccc23)cc1	-16	6	-17	-2.8	·	-3	-1.9	9	0.9	-1.4	-4
CCN(CC)CCOC(=O)c1ccc(NC(=O)CNC(=O)C2CCCCC2)cc1	8	-5	-19	-1.7	·	10	3.5	-12	1.2	2.4	-5
CC(Oc1cccc(Cl)c1)C(=O)Nc1ccc(S(=O)(=O)N(C)C2CCN(C)CC2)cc1 (centres undefined)	0	-3	-36	0.9	102	6	0.5	15	1.8	-3.9	-4
O=C(OCc1ccc([N+](=O)[O-])cc1)C1CC(=O)N(CCc2ccccc2)C1 (centres undefined)	-22	·	9	3.1	101	-6	1.0	1	4.0	-0.2	3
CSc1ccccc1C(=O)NCCOc1ccccc1C	6	-3	-13	-0.5	106	-1	0.7	3	-0.8	-0.5	0
N#Cc1c(SCC(=O)O)nc(-c2ccccc2)c2c1CCCC2	172	-32	5	2.9	79	0	0.8	11	2.5	-1.9	-2
COc1ccccc1NC(=O)COC(=O)c1c[nH]c2ccccc12	-7	7	-10	1.4	·	-2	4.4	8	2.0	-2.2	0
Cc1ccccc1CN(CC(=O)Nc1cccc([N+](=O)[O-])c1)S(=O)(=O)c1ccc(Cl)cc1	-1	8	-10	-0.8	108	2	0.8	-31	5.0	5.9	3
COc1cccc(C2/C(=C(/O)c3cnn(-c4ccccc4)c3C)C(=O)C(=O)N2CCN(C)C)c1OC (centres undefined)	3	7	14	1.2	·	9	2.5	8	3.6	-1.8	0
CNC(=O)CSc1nc2sccc2c(=O)n1-c1ccccc1	-1	2	-10	-2.6	100	3	0.3	13	0.9	-2.0	1
CCC(=O)CCC(=O)c1ccc2ccccc2c1	11	31	-4	1.2	103	-12	3.1	15	3.7	-2.8	3
CSCC[C@H](NC(=O)Nc1ccc(Oc2ccccc2)cc1)C(=O)O	-4	2	-39	1.6	89	-6	4.0	14	-1.1	-2.6	-1
CCCn1c(=O)c2sccc2n2c(CCCC(=O)NCc3cccnc3)nnc12	-2	-29	-17	-1.3	97	1	1.8	22	0.4	-4.4	2
O=C(COC(=O)CNC(=O)C12CC3CC(CC(C3)C1)C2)NC1CCS(=O)(=O)C1 (centres undefined)	-1	16	-16	-0.3	85	-4	4.5	5	5.5	-0.8	1
O=C(O)c1ccc(COc2ccccc2/C=C2\NC(=O)N(Cc3ccccc3F)C2=O)cc1	6	2	1	-0.9	103	5	2.4	3	3.0	-0.5	0
Cc1ccc(NC(=S)N2CCN(C3CCCCC3)CC2)cc1	53	11	-32	2.6	102	0	2.6	10	4.4	-1.9	3
NC(=O)C1CCN(CCC(=O)Nc2ccc3c(c2)CCC3)CC1	214	-8	9	2.2	103	3	3.6	13	3.1	-2.3	-1
CCOc1ccc(NC(=O)NCc2ccccn2)cc1	-20	-8	13	-1.0	112	6	0.0	11	0.7	-3.5	1
Cc1csc(NC(=O)c2cnccn2)n1	-2	-16	-15	-1.1	123	-1	-0.7	11	2.0	-2.2	-4
CC(C)c1nc2sc3c(SCCN(C)C)ncnc3c2c2c1CCC2	·	27	-9	·	109	2	·	-21	2.7	4.1	-1
COc1ccc(CC(=O)NC(C)c2nnc(SCC(=O)c3ccc(Br)cc3)n2C)cc1 (centres undefined)	11	-5	-23	0.7	101	-3	1.0	3	0.2	-0.6	2
Cc1cccc(CSc2nc3ccccc3c(=O)n2C)c1	8	-7	-2	-0.9	116	0	-0.8	-41	3.7	7.8	1
O=C(c1cccc(S(=O)(=O)N2CCc3ccccc32)c1)N1CCN(CCO)CC1	-17	·	13	-2.1	89	7	-2.0	7	4.3	-1.4	-4
CCCCn1c(N)c(N(CCC(C)C)C(=O)CCN2C(=O)C3CC=CCC3C2=O)c(=O)[nH]c1=O (centres undefined)	309	-5	-18	-0.9	102	-6	-0.5	14	3.8	-2.1	-1
CCOC(=O)C1CCN(c2c(NCCCN(C)C3CCCCC3)c(=O)c2=O)CC1	2	11	-2	2.0	97	9	1.2	11	3.9	-1.8	1
CN(C)c1cccc(NC(=O)c2ccco2)c1	-27	8	16	0.8	104	-9	0.7	-1	1.9	0.2	1
Cc1nnc(NC(=O)c2cccc(NC(=O)C(C)C)c2)s1	10	4	17	2.0	108	-7	-0.4	13	1.1	-2.5	-5
COc1ccc(C(=O)N/C(=C/c2cccs2)C(=O)NC(C)(C)C)cc1OC	-7	-14	3	0.1	100	-2	2.4	15	6.2	-2.7	-2
CCCCCC1(C(=O)OCC)CC(CSC(=N)N)OC1=O (centres undefined)	8	19	23	-0.6	91	-6	2.6	13	1.2	-2.7	-1
COc1cccc(-c2noc(N)c2C#N)c1	10	-11	-1	1.5	95	-2	1.4	-29	0.2	5.4	0
Cc1noc(NS(=O)(=O)c2ccc(NC(=O)Nc3ccc(Cl)c(Cl)c3)cc2)c1C	-12	10	12	1.3	98	4	5.7	11	5.7	-1.9	1
O=C(NCc1ccc(F)cc1)C(=O)NCC1OCCN1C(=O)c1ccc(Cl)cc1 (centres undefined)	12	20	-16	0.9	103	-9	2.0	0	0.6	0.0	5
COc1cc(O)c(C(C)=O)c(CC(=O)O)c1	-3	-16	-13	-1.0	103	-7	2.9	-5	2.5	1.0	11
Cn1nc(C(=O)NNC(=O)c2ccccc2F)c2ccccc2c1=O	0	4	17	-1.5	105	6	0.0	13	-2.5	-3.4	-7
COc1ccccc1NC(=O)c1c(N=Cc2cccc([N+](=O)[O-])c2)cnn1C	-3	1	·	0.8	98	·	4.7	·	0.8	·	·
CCOc1ccc(C(O)c2nccn2C)cc1 (centres undefined)	21	-10	6	2.3	·	-10	3.0	9	3.6	-1.5	2
Cc1cccc(CCNC(=O)CCc2nc(-c3ccccc3F)no2)c1	-1	·	-4	-2.3	98	-9	0.5	8	2.2	-1.6	-3
CSc1nnc(Cn2c(=O)sc3ccccc32)n1CCc1ccccc1	9	-1	-6	1.4	107	-5	2.7	10	1.5	-2.0	2
CC1CCN(CCC(=O)Nc2ccc(Cl)cc2)CC1	2	·	8	1.0	114	-7	8.2	4	-0.6	-0.8	-3
Cc1ccc(Nc2nc(Cl)nc(NC3CCCCC3)n2)cc1	-6	-17	-4	0.2	90	14	-0.1	-4	-0.2	0.7	1
Cc1cccc(-n2cc(CN3CCCN(C=O)CC3)c(-c3cccc(F)c3)n2)c1	-5	10	-1	-0.2	93	13	-0.3	-11	0.8	2.3	0
CCn1c(=O)cc(SCC(=O)Nc2ccc3c(c2)OCO3)c2ccccc21	-10	7	-13	1.3	97	8	2.9	11	·	-2.0	4
CNCC[C@H](Oc1cccc2ccccc12)c1cccs1	3&-10	13	-26	0.4&-1.1	119	2	0.2&1.6	-10	5.6	1.9	7
Cc1oc(/C=N/NS(=O)(=O)c2ccccc2)cc1Br	20	12	2	2.0	99	1	4.0	7	2.3	-1.3	-1
Additional compounds follow:
SMILES	SUMO Mot1 rescue	PfHsp90 yeast 2	HTR5A inv ctr	Ecoli viability	Pemphigus Ab inh	PKA-R1A activ	AddAB inh	OPRM1-OPRD1 inv	phage Ecoli inh	MOR-DOR ag	HTR5A ag ctr
Cc1c(C(=O)Nc2ccc(S(=O)(=O)Nc3ncccn3)cc2)oc2ccc(Cl)cc12	-1	-15	-11	-0.6	109	11	0.1	-4	4.4	1.1	5
O=C(CSc1nnc(-c2cccnc2)o1)Nc1ccccn1	-14	3	11	-0.4	104	-15	2.1	16	2.8	-2.9	-4
O=C(Nc1nnc(SCc2cccc3ccccc23)s1)C1COc2ccccc2O1 (centres undefined)	-6	-10	5	0.9	104	11	5.1	-2	2.1	0.4	0
O=C(O)C1C2CCC(CC2)C1C(=O)O (centres undefined)	·	-6	-4	·	113	-3	·	14	0.2	-2.7	1

Shown with two lines to a compound: entries from further up.
Below each SMILES – SUMO Mot1 rescue	PfHsp90 yeast 2	HTR5A inv ctr	Ecoli viability	Pemphigus Ab inh	PKA-R1A activ	AddAB inh	OPRM1-OPRD1 inv	phage Ecoli inh	MOR-DOR ag	HTR5A ag ctr
> Cc1c(C(=O)Nc2ccc(S(=O)(=O)Nc3ncccn3)cc2)oc2ccc(Cl)cc12
  -1	-15	-11	-0.6	109	11	0.1	-4	4.4	1.1	5
> O=C(O)C1C2CCC(CC2)C1C(=O)O (centres undefined)
  ·	-6	-4	·	113	-3	·	14	0.2	-2.7	1

Screening data deposited in PubChem by several laboratories.

Not a hit list. Share with any hit: about 3.2%.
